T cell modulator – T cell immune modulators affecting CD8 T cell-vesicle binding; 2C CD8+ T cell-vesicle binding, flow cytometry; active compounds read low; calls only at 7 µM; hit rate 0.068% among 330,000; AID 2052;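 active means response, share of CD8 T cells binding vesicles, and their 90th percentile fluorescence all below set limits, cut at about 80% in these data, passing the limit was not always enough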
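Material: murine 2C transgenic CD8+ T lymphocytes / Also added: QL9-peptide-loaded Drosophila micro-vesicles bearing Ld, ICAM-1 and B7-1 / Schedule: binding step 1.5 h, 37 °C, antibody labelling 20 min, ice / Signal: flow cytometry, PE anti-B7-1 (FL2) versus Alexa647 anti-CD8 (FL8), PFA-fixed / Evaluation: percent CD8+ FL2 mean versus row control / Benchmarks: naked versus QL9-loaded vesicles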
WT yeast gro inh – growth inhibition of WT yeast, mitochondrial fusion screen; inhibition, % at 10 µM; mitochondrial fusion phenotypic screen, WT strain; hit rate 2.1% among 190,000; in the data active means inhibition above about 58%; tested in S. cerevisiae
Insulin prom up – MIN6 insulin promoter up-regulation. z-score at 5 µM. hit rate 0.3% among 190,000. MIN6 insulin promoter-GFP reporter, high-content imaging; active compounds read high. AID 1625;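 active means z-score above 3 at 5 µM with at least 500 cells counted in the well; inconclusive means wells under 500 cells, flagged as cytotoxic or low count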
Autophagy HCS – autophagy modulation, high-content screen | calls only at 10 µM (by protocol) | MEF GFP-LC3 puncta imaging; test concentration mostly 10 µM | AID 463193 | hit rate 0.98% among 190,000;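 active means percentage of spot-positive cells more than 3 SD above its plate mean, without a fluorescence outlier flag or 80% toxicity; inconclusive means no clear call, values can overlap the other calls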;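 further: spot-positive cell cutoff set from DMSO-treated cells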
Lipid droplet – hepatic lipid droplet formation modulation; AML12 mouse hepatocytes, oleate lipid droplets, BODIPY imaging; hit rate 0.4% among 240,000; inhibition, % at 6.5 µM; AID 1656;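 active means lipid droplet intensity inhibited by at least 50%, with more than 500 cells counted; inconclusive means wells with under 300 cells, treated as cytotoxic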
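Test system: AML12 hepatocytes (mouse); reagent: oleate loading, 100 µM; dosing: one dose, 6.5 µM compound; incubation: overnight exposure; signal: fluorescence imaging, 20x objective, two fields per well; read-out basis: % inhibition of corrected integrated BODIPY droplet signal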
West Nile antiviral – inhibition of WNV-induced cytopathic effect – cell-based, CPE readout (AID 1621). West Nile virus-infected cells, CPE inhibition; higher % means a stronger effect. CPE inhibition, % at 10 µM, or IC50 in µM where a hit was titrated. hit rate 0.02% among 290,000; in the data active means a potency from the dose series; inconclusive means CPE inhibition mostly from about 3.7% at the one dose, without a potency; inactive means the rest, 99 in 100 with CPE inhibition below about 2.2%; further: strong numbers were not always called active
bCat nuc transl – beta-catenin nuclear translocation modulation | HeLa beta-catenin nuclear translocation, immunofluorescence imaging | hit rate 0.3% among 190,000 | nuclear translocation activity, % at 5 µM;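 active means nuclear translocation activity above 50% at 5 µM, with a well cell count of 50 or more; inconclusive means wells under 50 cells across six images, flagged as toxic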;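 further: per-cell ratio of nuclear to cytoplasmic median beta-catenin stain intensity; plate controls were DMSO negative control for no effect and GSK-3 inhibitor IX positive control for full effect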
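Test system: HeLa cells, endogenous beta-catenin; Compound: single 5 µM dose plus 0.02–20 µM confirmation series; Times: compound exposure 24 h at 37°C; Signal: fluorescence imaging of beta-catenin antibody stain plus DAPI; Read-out: % activation, nuclear-to-cytoplasmic median beta-catenin signal ratio per cell.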
Myeloid diff 2 – myeloid differentiation induction | ER-HoxA9 myeloid progenitors, lysozyme-GFP differentiation, flow cytometry | calls only at 10 µM | hit rate 1% among 360,000 | AID 624256;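 active means normalized GFP-positive differentiation at or above the plate's own cutoff, the solvent-only control mean plus 3 SD; inconclusive means no clear call, values can overlap the other calls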;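 further: cells exposed to compound for four days before flow analysis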
MT stabilize HCS – stabilizes microtubules in HeLa cells | HeLa tubulin immunostaining HCS, 24 h; share of cells brighter than vehicle mean+2SD | % tubulin-high responders, % at 10 µM | hit rate 0.83% among 200,000 | AID 2205;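 active means plate Z-score above 3 for both tubulin-high and condensed-nucleus cell shares, with cell loss under 80%, at 10 µM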;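 further: anti alpha tubulin signal scored within the nucleus-defined area of each cell; some results filed as inactive read as strong as hits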
WT yeast gro inh mutant strain – also measured in WT yeast gro inh; calls as there; inhibition, %; mitochondrial fusion phenotypic screen, mutant strain inhibition
Insulin prom up cell count – also measured in Insulin prom up; calls as there; cell count; measured here: cytotoxicity, nuclei count;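 total cells summed across four imaged fields per well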
Lipid droplet cells 6.5 µM – second read-out of Lipid droplet, no call of its own (marks repeat the call); cell count; measured here: cell count, cytotoxicity flag;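 cells counted across two imaged fields per well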
bCat nuc transl cell count 5 µM – also measured in bCat nuc transl; calls as there; cell count; measured here: cell count, cytotoxicity flag
T cell modulator vesicle-bound % – further read-out of T cell modulator, marked with its call; double positive events, %; measured here: CD8+ vesicle-bound cell fraction;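 binding gate set so that unloaded-vesicle control wells show 10% double positive cells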
MT stabilize HCS Hoechst-high % – second read-out of MT stabilize HCS, no call of its own (marks repeat the call); % Hoechst-high responders; measured here: nuclear condensation Hoechst responders;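 share of cells brighter than vehicle mean plus two SD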
MT stabilize HCS cytotoxicity % – recorded beside MT stabilize HCS, whose call it bears; toxicity, %; measured here: cytotoxicity by cell density;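 0% = mean cell density of plate MIN control wells and 100% = no cells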
Autophagy HCS cell loss 18 h – recorded beside Autophagy HCS, whose call it bears; toxicity, %; measured here: cell loss, nuclei count;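 cell loss after 18 h compound exposure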
Myeloid diff 2 GFP+ MAC1+ % – second read-out of Myeloid diff 2, no call of its own (marks repeat the call); GFP+ MAC1+ double positive, %; measured here: differentiation confirmed by MAC1 staining
* = called active by the depositor; i = inactive; ? = inconclusive; nt = not tested or not shown.

(1) Cc1nc2sc(C(c3ccco3)N3CCN(C(c4ccccc4)c4ccccc4)CC3)c(O)n2n1 (stereo unspecified)
(2) COCCNC(=O)C(OC(=O)c1cccs1)c1ccc(F)cc1 (stereo unspecified)
(3) COc1ccc(CNC(=O)COC(=O)CC2CC3CCC2C3)cc1OC (stereo unspecified)
(4) Cc1ccc(-n2c(C)cc(/C=N/NC(N)=S)c2C)cc1
(5) COCn1c(-c2ccc(OC)c(OC)c2)nc2ccccc21
(6) CN1CCc2c(OCC(=O)NC3CCCCC3)cccc2C1=O
(7) CCOC(=O)[C@@H]1C(c2c(OC)cc(OC)cc2OC)=NO[C@@H]1C(=O)OCC
(8) COc1ccc(-c2ccc(C#N)c(SCC(=O)NCc3ccco3)n2)cc1OC
Compound	1	2	3	4	5	6	7	8
Insulin prom up cell count	1209	1382	982	1198	1234	nt	nt	1019
WT yeast gro inh mutant strain	7	11	-6	4	7	nt	-13	nt
bCat nuc transl	-0.9	1.8	nt	-0.5	-7.1	nt	-1.8	0.5
MT stabilize HCS cytotoxicity %	3.4	3.6	8.3	3.4	2.5	nt	2.9	nt
Lipid droplet	11	2	-11	-2	nt	-1	4	-18
Myeloid diff 2	i	i	i	i	i	i	i	i
MT stabilize HCS	1.4	3.1	1.6	2.8	5.8	nt	5.5	nt
West Nile antiviral	-0.5%	-0.3%	2.1%	-0.6%	-0.8%	0.2%	0.2%	-0.1%
Lipid droplet cells 6.5 µM	666	720	567	524	nt	874	719	694
T cell modulator vesicle-bound %	30	50	41	36	19	63	7	54
WT yeast gro inh	17	12	-8	-19	10	nt	-3	nt
Autophagy HCS cell loss 18 h	-2	22	12	-1	-23	nt	-5	nt
bCat nuc transl cell count 5 µM	1018	928	nt	807	983	nt	542	1289
Insulin prom up	0.69	0.45	-0.91	0.07	-0.7	nt	?	-0.56
Autophagy HCS	i	i	i	i	i	nt	i	nt
Myeloid diff 2 GFP+ MAC1+ %	3.3	0.2	0.4	0.6	0.3	1.7	0.2	0.5
T cell modulator	i	i	i	i	i	i	i	i
MT stabilize HCS Hoechst-high %	2.2	1.1	3.3	2.0	2.4	nt	1.9	nt

(9) COc1cc(C(=O)NC(C)c2ccc3ccccc3c2)cc(Cl)c1O (stereo unspecified)
(10) O=C(Nc1ncc(S(=O)(=O)c2ccc([N+](=O)[O-])cc2)s1)c1cccc2ccccc12
(11) Cc1cc(C)cc(NC(=O)NCC(O)COc2ccc([N+](=O)[O-])cc2)c1 (stereo unspecified)
(12) Cc1ccccc1-n1c(-c2ccncc2)n[nH]c1=S
(13) CCN(CC)C(=O)CSc1nc2cc3c(cc2c(=O)n1Cc1ccco1)OCO3
(14) Cc1ccc(S(=O)(=O)N2CCC(=O)N(CCOC(=O)NCc3ccccc3)CC2)cc1
(15) CCCCC(=O)Nc1nc2c(OC)cc([N+](=O)[O-])cc2s1
(16) COc1ccc(CNC(=O)c2nnn(CC(=O)Nc3cc(C)cc(C)c3)c2N)cc1
(17) C/C(=N\NC(=O)c1cc(C2CC2)nc2ccccc12)c1ccc(C)s1
(18) COc1cc(/C=N/Nc2ccc(F)cc2F)cc(OC)c1OC
(19) Cc1ccc(C2C3C(=O)N(c4ccc(C)cc4)C(=O)C3N3CCCN23)cc1 (stereo unspecified)
Compound	9	10	11	12	13	14	15	16	17	18	19
Insulin prom up cell count	nt	1133	1008	nt	1237	1276	1301	nt	1064	1506	887
WT yeast gro inh mutant strain	nt	-4	nt	4	3	-8	2	nt	-6	28	nt
bCat nuc transl	nt	1.4	0.8	4.5	-2.2	nt	-1.8	nt	nt	1.8	0.2
MT stabilize HCS cytotoxicity %	nt	0.3	nt	nt	7.7	6.8	27	nt	6.2	5.4	nt
Lipid droplet	7	8	6	2	6	-3	-9	0	nt	-28	19
Myeloid diff 2	i	i	i	i	i	nt	i	i	i	i	i
MT stabilize HCS	nt	3.0	nt	nt	3.5	2.7	4.8	nt	1.5	6.0	nt
West Nile antiviral	-0.4%	-1.9%	-0.2%	0.3%	-0.2%	-0.5%	0.0%	?	1.3%	-0.6%	0.2%
Lipid droplet cells 6.5 µM	798	628	785	783	751	692	681	751	nt	598	702
T cell modulator vesicle-bound %	55	13	60	40	46	19	42	29	32	44	50
WT yeast gro inh	nt	7	nt	6	-6	2	16	nt	8	31	nt
Autophagy HCS cell loss 18 h	nt	-17	nt	nt	3	16	3	nt	36	14	nt
bCat nuc transl cell count 5 µM	nt	941	1296	928	1184	nt	1137	nt	nt	1308	1294
Insulin prom up	nt	-0.29	0.02	nt	-0.42	-0.53	-0.97	nt	-0.77	-0.3	0.68
Autophagy HCS	nt	i	nt	nt	i	i	i	nt	i	i	nt
Myeloid diff 2 GFP+ MAC1+ %	1.3	0.7	0.6	0.4	0.4	nt	1.4	0.5	1.3	0.5	0.2
T cell modulator	i	i	i	i	i	i	i	i	i	i	i
MT stabilize HCS Hoechst-high %	nt	1.9	nt	nt	2.4	2.2	1.8	nt	1.3	2.0	nt

A different layout for part of the listing above.
12: Cc1ccccc1-n1c(-c2ccncc2)n[nH]c1=S
  Insulin prom up cell count: nt
  WT yeast gro inh mutant strain: 4
  bCat nuc transl: 4.5
  MT stabilize HCS cytotoxicity %: nt
  Lipid droplet: 2
  Myeloid diff 2: i
  MT stabilize HCS: nt
  West Nile antiviral: 0.3%
  Lipid droplet cells 6.5 µM: 783
  T cell modulator vesicle-bound %: 40
  WT yeast gro inh: 6
  Autophagy HCS cell loss 18 h: nt
  bCat nuc transl cell count 5 µM: 928
  Insulin prom up: nt
  Autophagy HCS: nt
  Myeloid diff 2 GFP+ MAC1+ %: 0.4
  T cell modulator: i
  MT stabilize HCS Hoechst-high %: nt
13: CCN(CC)C(=O)CSc1nc2cc3c(cc2c(=O)n1Cc1ccco1)OCO3
  Insulin prom up cell count: 1237
  WT yeast gro inh mutant strain: 3
  bCat nuc transl: -2.2
  MT stabilize HCS cytotoxicity %: 7.7
  Lipid droplet: 6
  Myeloid diff 2: i
  MT stabilize HCS: 3.5
  West Nile antiviral: -0.2%
  Lipid droplet cells 6.5 µM: 751
  T cell modulator vesicle-bound %: 46
  WT yeast gro inh: -6
  Autophagy HCS cell loss 18 h: 3
  bCat nuc transl cell count 5 µM: 1184
  Insulin prom up: -0.42
  Autophagy HCS: i
  Myeloid diff 2 GFP+ MAC1+ %: 0.4
  T cell modulator: i
  MT stabilize HCS Hoechst-high %: 2.4
14: Cc1ccc(S(=O)(=O)N2CCC(=O)N(CCOC(=O)NCc3ccccc3)CC2)cc1
  Insulin prom up cell count: 1276
  WT yeast gro inh mutant strain: -8
  bCat nuc transl: nt
  MT stabilize HCS cytotoxicity %: 6.8
  Lipid droplet: -3
  Myeloid diff 2: nt
  MT stabilize HCS: 2.7
  West Nile antiviral: -0.5%
  Lipid droplet cells 6.5 µM: 692
  T cell modulator vesicle-bound %: 19
  WT yeast gro inh: 2
  Autophagy HCS cell loss 18 h: 16
  bCat nuc transl cell count 5 µM: nt
  Insulin prom up: -0.53
  Autophagy HCS: i
  Myeloid diff 2 GFP+ MAC1+ %: nt
  T cell modulator: i
  MT stabilize HCS Hoechst-high %: 2.2
15: CCCCC(=O)Nc1nc2c(OC)cc([N+](=O)[O-])cc2s1
  Insulin prom up cell count: 1301
  WT yeast gro inh mutant strain: 2
  bCat nuc transl: -1.8
  MT stabilize HCS cytotoxicity %: 27
  Lipid droplet: -9
  Myeloid diff 2: i
  MT stabilize HCS: 4.8
  West Nile antiviral: 0.0%
  Lipid droplet cells 6.5 µM: 681
  T cell modulator vesicle-bound %: 42
  WT yeast gro inh: 16
  Autophagy HCS cell loss 18 h: 3
  bCat nuc transl cell count 5 µM: 1137
  Insulin prom up: -0.97
  Autophagy HCS: i
  Myeloid diff 2 GFP+ MAC1+ %: 1.4
  T cell modulator: i
  MT stabilize HCS Hoechst-high %: 1.8
